Compound activity: PubChem, NCI
Growth percent in the NCI-60 one-dose screen (48 h, 10 µM unless noted): 100 = growth as untreated, 0 = no growth, -100 = all killed.
OVCAR-8 = OVCAR-8 ovarian cancer; hit rate 4.4% among 81,000
OVCAR-3 = OVCAR-3 ovarian cancer; hit rate 7% among 79,000; AID 1794787
A498 = A498 renal cancer cells. AID 1794774. hit rate 5.4% among 76,000
TK-10 = TK-10 renal cancer cells | hit rate 3.9% among 81,000 | AID 1794769
ACHN = ACHN renal cancer. hit rate 4.9% among 81,000
CAKI-1 = CAKI-1 renal cancer | hit rate 4.7% among 75,000 | AID 1794772
OVCAR-5 = OVCAR-5 ovarian cancer; hit rate 2.9% among 82,000; AID 1794783
RXF 393 = RXF 393 renal cancer cells; hit rate 6.9% among 77,000; AID 1794773
Starred values were filed as active, the others as inactive; . = not tested or not shown; & = joins results of further samples. How the source made its calls: active means growth percent below 10; inactive means the rest. This is a subset; rates above refer to the full screens.

SMILES	OVCAR-8	OVCAR-3	A498	TK-10	ACHN	CAKI-1	OVCAR-5	RXF 393
CCn1c(Sc2nnc(NC(=O)CCl)s2)nc2c1c(=O)n(C)c(=O)n2C	103	113	.	109	102	93	105	121
C(CCc1nn[nH]n1)CCC1CCCCC1	112	109	110	.	103	83	107	106
Cc1ccc(C(=O)c2sc3nc4c(cc3c2N)CCCC4)c(C)c1	17	12	-11*	.	46	7.6*	47	-16*
COc1cc2c3c(n(CCCN4CCC[C@@H]4CO)c(=O)c2cc1OC)-c1cc2c(cc1C3=O)OCO2	-77*	-94*	94	91	-100*	-95*	-99*	-66*
O/N=C/c1c2ccccc2cc2ccccc12	99	111	77	100	102	89	101	95
O=C1c2cccc3cccc(c23)C(=O)N1CC#Cc1ccc2c3c(cccc13)C(=O)N(CCO)C2=O	86	87	105	165	87	57	105	85
Cc1cccc(C[C@H](NC(=O)Nc2ccc(Cl)cc2F)C(=O)N[C@@H]2C(=O)N3C[C@H](O)C[C@H]3C(=O)N3CCN(C)C[C@H]3C(=O)N[C@@H](C)C(=O)N3C[C@H](C)C[C@H]3C(=O)O[C@H]2C)c1	27	17	24	81	102	59	39	82
CCC1CCCC(=O)C1 (stereo not drawn)	105	99	99	102	107	94	103	110
CCOC(=S)SCc1ccc(Cl)cc1	101	94	76	105	98	.	96	88
CC1(C)CC(=O)C(C)(C)c2ccccc21	91	96	99	109	99	108	88	106
OCC1OC(Nc2ccccc2/C=N\O)C(O)C1O (stereo not drawn)	97	110	99	110	94	99	97	101
O=C(O)CCCn1c(-c2ccc(Cl)cc2)nc(-c2ccccc2)c1-c1ccccc1	95	112	71	96	103	98	103	100
COc1cc(N2C(=O)CC3C4CCC(=O)N4c4cc(OC)c(OC)c(OC)c4C32)cc(OC)c1OC (stereo not drawn)	104	101	81	105	106	99	98	100
Cc1nc2sc3c(=O)[nH]c(-c4ccccc4Cl)nc3c2c(C)c1Br	94	111	116	124	107	.	123	112
COC(=O)CCCCCCCCCCCCO	95	121	109	104	97	85	102	102
CCOC(=O)c1ccc(S(C)(=O)=O)cc1	107	101	99	119	102	104	94	110
COc1ccc(-c2nn(-c3ccc(NC(=O)c4ccc(Cl)c(C(F)(F)F)c4)cc3)cc2-c2ccncc2)cc1Cl	47	24	-5.2*	.	27	-34*	46	-76*
CCCC(CCC)=NCCCO	102	114	78	83	108	109	103	103
Cn1c(C(=O)c2cccc3ccccc23)nc2ccccc21	-1.8*	30	36	21	11	-12*	49	13
CN1CCN(Cn2nc(-c3cc(Cl)cc(Cl)c3Cl)n(/N=C/c3ccc(Cl)cc3)c2=S)CC1	93	.	98	95	100	.	96	90
CCCCN(CCCC)P1(=O)OP(=O)(N(CCCC)CCCC)OP(=O)(N(CCCC)CCCC)O1 (stereo not drawn)	113	114	.	92	114	96	106	.
CCCCCN(CCCCC)CC(O)c1cc(C)c2ccc3cc(C(C)C)ccc3c2c1 (stereo not drawn)	-36*	-48*	20	76	-78*	58	-28*	-88*
COC(=O)[C@@H](NS(=O)(=O)N(c1ccc(F)cc1)C1CCN(Cc2ccc(F)cc2)CC1)C(C)C	105	97	85	108	111	99	90	109
CC1=C(SCCC(=O)OC(C[Se]c2ccccc2)C(=O)NC(C)(C)C)C(=O)c2ccccc2C1=O (stereo not drawn)	108	95	106	178	96	120	111	83
Cc1c(O)cc(O)c(C2(c3c(O)cc(O)c(C)c3O)OC(=O)c3ccccc32)c1O	103	103	85	114	103	97	110	109
CCN(CC)C(=O)c1ccc(C(C)C)cc1	103	107	90	100	109	94	101	106
COc1ccc(C(=O)/C=C/c2c(C)nn(-c3ccccc3)c2/N=C/N(C)C)cc1	87	94	80	109	89	84	88	64
CC(C)N1C(=O)C(C2SC(=S)N(C(C)C)C2=O)SC1=S (stereo not drawn)	96	99	74	91	99	99	93	91
O=C(Cl)CCCCC(=O)NNc1nccc(Nc2ccc(S(=O)(=O)Nc3ccccn3)cc2)n1	97	116	108	95	96	94	96	126
CN1C(=O)N(C)C2NC(N/N=C/c3ccccc3)=NC21 (stereo not drawn)	102	106	95	100	102	89	98	.

An excerpt from above with just CAKI-1, OVCAR-8 and RXF 393:
smiles	CAKI-1	OVCAR-8	RXF 393
COc1ccc(-c2nn(-c3ccc(NC(=O)c4ccc(Cl)c(C(F)(F)F)c4)cc3)cc2-c2ccncc2)cc1Cl	-34*	47	-76*
CCCC(CCC)=NCCCO	109	102	103

Single records, as listed above.
Entry for `COC(=O)[C@@H](NS(=O)(=O)N(c1ccc(F)cc1)C1CCN(Cc2ccc(F)cc2)CC1)C(C)C` → OVCAR-8 = 105; OVCAR-3 = 97; A498 = 85; TK-10 = 108; ACHN = 111; CAKI-1 = 99; OVCAR-5 = 90; RXF 393 = 109
Entry for `CN1C(=O)N(C)C2NC(N/N=C/c3ccccc3)=NC21` (stereo not drawn) → OVCAR-8 = 102; OVCAR-3 = 106; A498 = 95; TK-10 = 100; ACHN = 102; CAKI-1 = 89; OVCAR-5 = 98; RXF 393 = .
Entry for `CCCC(CCC)=NCCCO` → OVCAR-8 = 102; OVCAR-3 = 114; A498 = 78; TK-10 = 83; ACHN = 108; CAKI-1 = 109; OVCAR-5 = 103; RXF 393 = 103

(list continues)
SMILES	OVCAR-8	OVCAR-3	A498	TK-10	ACHN	CAKI-1	OVCAR-5	RXF 393
N#Cc1c(-c2cc(=O)oc3ccc(Cl)cc23)cc(-c2ccccc2)nc1N	96	96	100	94	96	84	82	94
NC(=O)c1cc(Cl)ccc1NC(=O)c1ccccc1-c1ccccc1	32	-31*	28	42	35	26	54	.
NC(N)=NNS(=O)(=O)c1ccc(Nc2ncnc3ccc(NC(=O)c4cccs4)cc23)cc1	104	102	81	90	106	.	97	105
C[C@H](C(=O)N[C@@H](Cc1ccc(-c2ccccc2)cc1)C(=O)NC1CC(C)(C)N(C)C(C)(C)C1)c1ccc(-c2ccccc2)c(F)c1	-47*	-83*	-18*	.	-88*	.	-70*	-73*
C/C(=C1/C(=O)Nc2ccccc21)c1ccc(NS(=O)(=O)c2ccccc2)cc1	96	110	72	122	88	49	114	73
Cc1nc(/N=C(N)/N=C(\N)c2ccccc2Cl)sc1C	97	94	68	127	74	74	90	87
CC(=O)Nc1on[n+](-c2ccccc2)c1-c1ccccc1	101	111	101	111	91	.	84	108
O=S(c1ccccc1)c1no[n+]([O-])c1-c1ccncc1 (stereo not drawn)	107	105	100	102	112	96	109	114
Cc1ccc(-c2ccc(SCC(=O)Nc3ccc(C#N)cc3)nn2)cc1	62	121	83	88	63	67	83	62
C[C@@]1(C(=O)O)CC2C=CC1C2 (stereo partly drawn)	121	136	125	108	114	108	111	112
NC(=S)NS(=O)(=O)c1ccc(N)cc1	99	123	83	110	97	95	106	101
CCOC(=O)CCCN1C/C(=C\c2ccccc2)C(=O)c2cc(C)ccc21	93	110	102	89	96	78	96	86
CCN1CCN(C(=O)[C@]23CC[C@@H](C)[C@H](C)[C@@H]2C2=CC[C@@H]4[C@@]5(C)C/C(=C/c6ccncc6)C(=O)C(C)(C)[C@@H]5CC[C@@]4(C)[C@]2(C)CC3)CC1	37	11	-11*	39	15	44	34	-19*
Oc1cc2ccccc2nc1-c1ccccc1Cl	105	104	98	123	109	90	91	.
COc1ccccc1-c1ccc2cnc3sc(-c4ccccc4)nc3c2n1	84	90	59	72	76	83	101	98
CCCCN(C=S)CCCC	95	108	91	98	96	95	102	101
O=C(Nc1ccccc1C1=NCC(CO)O1)c1ccc(Cl)c(Cl)c1 (stereo not drawn)	106	108	101	104	95	96	95	117
CN(N=O)c1ccc(CC2CCc3ccccc32)cc1 (stereo not drawn)	87&93	99&109	92&52	91&89	105&99	97&88	102&92	106&94
CCOc1ccccc1NC(=O)c1cc(-c2ccc(OC)cc2)n(-c2ccc(S(C)(=O)=O)cc2)n1	96	124	149	115	80	94	94	86
O=C(Nc1ccccc1)Oc1ccc(Br)cc1Br	102	105	108	104	103	104	106	105
C/C(=N\N1C(=O)c2ccccc2NC1c1ccccc1Br)c1c(O)cc(C)oc1=O (stereo not drawn)	105&99	104&109	95	98&98	95&109	100	92&107	95&105
Cc1ccc(/C=C/C(=O)c2ccc(NC(=O)CSc3nc4c([nH]3)c(=O)n(C)c(=O)n4C)cc2)c(C)c1	40	14	40	83	39	48	124	-3.9*
COc1c(N)c2c(c([N+](=O)[O-])c1OC)C(=O)OC2	98	105	104	103	117	115	115	112
O=c1oc2cc(OS(=O)(=O)C3CC3)ccc2c2c1CCCCCC2	83	69	64	121	82	79	100	88
O=C1/C=C/[C@@H](O)[C@@H]2C[C@@H](O)C[C@H]2/C=C/CCCCO1	12	-31*	-26*	32	18	18	37	.
C=CCN1C(=O)/C(=c2\sc3n(c2=O)NC2C(N=3)N(CC)C(=O)N2CC)c2ccccc21 (stereo not drawn)	48	22	.	101	53	42	44	14
Nc1ccc([N+](=O)[O-])cc1F	108	124	103	107	101	98	90	111
COc1cc(-c2cc(=O)c3c(C)cc(O)cc3o2)cc(OC)c1OC	84	97	93	69	53	50	82	77
COc1nc2c(c(=O)n(C)c(=O)n2C)n1C	102	108	93	101	101	100	103	102
COc1ccc(C(=NNS(=O)(=O)c2ccc(C)cc2)c2ccc(F)cc2)cc1OC	91	.	99	90	95	69	90	101
COc1ccc(C(=O)NCCNc2nccc(Nc3ccc(S(=O)(=O)Nc4ccccn4)cc3)n2)cc1	93	105	.	92	100	100	106	110
O=c1c2ccccc2c2c3c1cccc3c1cccc3c(=O)c4ccccc4c2c31	79	108	66	102	97	99	103	99
O=C1CC(c2ccc([N+](=O)[O-])cc2)=Nc2ccccc2N1	95	114	105	131	93	103	98	98
COC(=O)C1CCc2sc3ncnc(Nc4cn[nH]c4C(=O)Nc4ccc(CN5CCN(C)CC5)cc4)c3c21 (stereo not drawn)	17	11	-26*	5.5*	4.6*	.	-2.7*	-79*
C#CCOc1ccc(-c2csc(NC(=O)C=C)n2)cc1NS(=O)(=O)c1cccc2c(N(C)C)cccc12	23	.	80	63	9.9*	36	81	-6.3*
CCCC1(C2CCCC2)NC(=O)NC1=O (stereo not drawn)	112&115	111&110	85&103	115&118	100&110	99&103	96&104	157
OC1C2CC3C1C3C2O (stereo not drawn)	102	109	117	94	98	94	109	107
COc1cc(NC(=O)c2sc3nc4c(cc3c2N)C(O)CCC4)cc(OC)c1 (stereo not drawn)	97	95	55	102	100	90	100	90
OCCN1CCCC1	106	107	96	.	101	84	99	78
CCCCCc1ccc(C2=C(Br)C(=O)c3nc(/C=N/NC(N)=S)ccc3C2=O)cc1	97	96	.	108	103	114	118	130
COc1ccc(-c2c(-c3cccc(OC)c3)sc3nc(-c4ccc(Cl)cc4)c(/C=C/c4cc(OC)c(OC)c(OC)c4)n23)cc1	96	103	96	114	93	75	100	117
c1ccc(-c2cnc(-c3ccccc3)o2)cc1	113&111	113&99	84&83	114&111	115&102	92	111&105	111&112
CSc1ncc(Br)c(SC)n1	101	121	98	102	115	.	112	112
CCOC(=O)C1(NC(=O)C(C)NC(C)=O)CCCC1 (stereo not drawn)	107	110	.	103	102	101	99	106
CC(C(Cl)c1ccccc1)S(=O)c1ccccc1 (stereo not drawn)	102	107	90	103	103	90	102	.
CC12SCC(C(=O)NCc3ccccc3Br)N1C(=O)c1ccccc12 (stereo not drawn)	92	111	76	100	107	79	94	97
Cc1ccc([P+](Cc2ccccc2)(c2ccccc2)c2ccccc2)cc1	3.6*	19	23	12	61	77	32	46
COc1ccc(-c2cc(-c3ccc(Cl)cc3)c(C#N)c(=O)n2CCCCC(=O)Nc2ccccc2N)cc1	43	69	21	102	52	1.4*	59	14
COc1ccc(/C=N/NC(=O)c2cnn3c2NC(c2ccccc2)C3)cc1OC1CCCCC1 (stereo not drawn)	79	97	.	97	88	80	98	88
CSc1nc(-c2ccco2)c2c(N)nn(S(=O)(=O)c3ccccc3)c2n1	91	107	108	109	84	81	92	84
C#CCNc1ccc(CC2(O)C(=O)Nc3ccccc32)cc1 (stereo not drawn)	99	103	70	102	102	94	105	92
O=Cc1ccc(-n2cc(Cc3ccccc3Cc3cn(-c4ccc(C=O)cc4)nn3)nn2)cc1	97	102	93	111	96	92	100	104
COc1cc(-c2nn(-c3cccc(NC(=O)c4ccccc4)c3)cc2-c2ccncc2)ccc1Cl	20	0.0*	-23*	31	32	41	66	-19*
CC(C)=C1C=C2CC[C@@H]3[C@](C)(CCC[C@@]3(C)C(=O)O)[C@H]2CC1	100	99	109	93	104	100	97	112
CC1=C(C#N)C(=O)NC(C)C1 (stereo not drawn)	102	103	104	106	102	103	96	107
COc1ccc(-c2nc3ccc(C(=O)N=Nc4c(O)[nH]c5ccc(Br)cc45)cc3[nH]2)cc1	107	129	175	104	104	112	128	97
N#Cc1nc(CC(=O)c2ccc(Cl)cc2Cl)c(CC(=O)c2ccc(Cl)cc2Cl)nc1C#N	97	97	111	147	95	78	96	105
C/C(=N\NC(=O)Nc1ccccc1)c1nnn(-c2ccc([N+](=O)[O-])cc2)c1C	102	.	105	100	104	94	112	78
